# Vif-APOBEC3G blk – blocks the Vif interaction with human APOBEC3G; Q9HC16; HeLa A3G-eYFP + Vif (tagged APOBEC3G with the HIV-1 protein that degrades it), YFP fluorescence, overnight; Potency, µM (top dose mostly 46.1 µM), for inactives: at the highest dose activity, negative = active, hits mostly inhibitors; 410,000 tested, 0.076% active; AID 602310;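 further: potency means the concentration at half of the fitted maximal effect; on the % scale 0 is the no-effect control and ±100 the full control effect; nearly all actives have a fitted effect of over 60% in size; hits raise eYFP signal because A3G escapes Vif-driven loss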
# Target sequence (Q9HC16 whole entry, looked up): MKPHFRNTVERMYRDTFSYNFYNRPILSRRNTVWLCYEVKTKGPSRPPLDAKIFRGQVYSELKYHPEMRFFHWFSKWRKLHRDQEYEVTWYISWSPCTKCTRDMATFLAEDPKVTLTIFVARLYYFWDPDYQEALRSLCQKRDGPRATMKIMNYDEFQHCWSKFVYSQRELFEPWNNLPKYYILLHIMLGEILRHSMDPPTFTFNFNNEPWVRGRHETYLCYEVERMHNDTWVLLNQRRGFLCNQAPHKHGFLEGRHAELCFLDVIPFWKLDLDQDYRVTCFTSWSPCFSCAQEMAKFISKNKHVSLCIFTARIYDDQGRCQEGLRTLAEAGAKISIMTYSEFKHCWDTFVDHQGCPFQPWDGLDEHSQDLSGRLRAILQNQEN
#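 HeLa cells stably expressing Vif and C-terminally eYFP-tagged A3G, seeded overnight at 37 deg C, then exposed to compound by pintool overnight at 37 deg C. Rise in yellow fluorescence (Ex 488/Em 500-530, Acumen) marks blocked Vif-driven A3G degradation.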
# D1 antag – blocks dopamine activation of the human D1 receptor; HEK293 TREx D1 cells, calcium flux, dopamine EC80; stronger effect = lower value; 360,000 tested, 3.2% active; AID 504652; P21728; activity change, negative = inhibition, % at 10 µM; in the data active means activity change below about -30%; further: on the % scale 0 is the no-effect control and ±100 the full control effect
#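 Cells carrying a force-coupled, tetracycline-inducible human D1 receptor report calcium flux. Each well gets a 10 s baseline, compound with 180 s monitoring, then an EC80 dopamine stimulus with a second 180 s kinetic read.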
# GRP78 ERSR act – ER stress response induction in glioma; 420,000 tested, 0.02% active; Potency, µM, for inactives: at the top dose activation, actives largely listed as activators; AID 602332; U87-MG GRP78 promoter luciferase reporter, 16 h; further: potency means the concentration at half of the fitted maximal effect; series mostly up to about 76 µM; % of control where 0% means no effect; nearly all actives have a fitted effect of over 35% in size
#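 Stably transfected U87-MG human glioma cells carrying a GRP78-based luminescent sensor were seeded at 1000 cells/well, pin-dosed with compounds and incubated 16 h. Luciferase reagent was then added, and end-point luminescence was read after 10 min at room temperature.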
# Vif-APOBEC3F blk – inhibitors of Vif-A3F interaction; HeLa A3F-eYFP + Vif (tagged APOBEC3F with the HIV-1 protein that degrades it), YFP fluorescence increase; Potency, µM (top dose mostly 46.1 µM), for inactives: at the top dose activity, negative = active; 390,000 tested, 0.2% active; AID 602313; further: potency means the concentration at half of the fitted maximal effect; % of control where 0% means no effect; nearly all actives have a fitted effect of over 65% in size
#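 HeLa cells stably expressing Vif plus C-terminally eYFP-tagged A3F were seeded, incubated overnight at 37 deg C, dosed with compound, incubated overnight again at 37 deg C. Yellow fluorescence (Ex 488/Em 500-530) reported blocked Vif-mediated A3F-eYFP degradation.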
# D1 potentiator – human D1 dopamine receptor positive modulation | 360,000 tested, 0.036% active | potentiation, % at 10 µM | HEK293 TREx D1 cells, calcium flux, dopamine EC20 potentiation; in the data active means potentiation above about 30%; further: 0% is about no effect
# RXFP1 ag – RXFP1 (human) receptor agonism; Q9HBX9; HEK293T-RXFP1 cAMP TR-FRET, 30 min; response scale: percent of porcine relaxin response, buffer zero; Potency, µM (doses to about 57.5 µM), for inactives: top-dose activation, most hits filed as activators; 370,000 tested, 0.3% active; further: potency means the concentration at half of the fitted maximal effect; on the % scale 0 is the no-effect control and ±100 the full control effect; nearly all actives have a fitted effect of over 60% in size; many of its hits are not listed in these tables
#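 Agonist response is measured as cAMP accumulation in an RXFP1-transfected HEK293T line under PDE4 inhibition. Values are scaled between buffer-only and 29 nM porcine relaxin, and EC50s come from standard Hill equation fits.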
# D2 potentiator – positively modulates the human D2 dopamine receptor allosterically | P14416 | HEK293 T-REx D2, calcium flux, EC20 dopamine potentiation | potentiation, % at 10 µM | 340,000 tested, 0.34% active | AID 485347;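 active means potentiation over 3 SD above the plate norm, cut at about 30% in these data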; further: 0% is about no effect
# Target sequence (P14416 whole entry, looked up): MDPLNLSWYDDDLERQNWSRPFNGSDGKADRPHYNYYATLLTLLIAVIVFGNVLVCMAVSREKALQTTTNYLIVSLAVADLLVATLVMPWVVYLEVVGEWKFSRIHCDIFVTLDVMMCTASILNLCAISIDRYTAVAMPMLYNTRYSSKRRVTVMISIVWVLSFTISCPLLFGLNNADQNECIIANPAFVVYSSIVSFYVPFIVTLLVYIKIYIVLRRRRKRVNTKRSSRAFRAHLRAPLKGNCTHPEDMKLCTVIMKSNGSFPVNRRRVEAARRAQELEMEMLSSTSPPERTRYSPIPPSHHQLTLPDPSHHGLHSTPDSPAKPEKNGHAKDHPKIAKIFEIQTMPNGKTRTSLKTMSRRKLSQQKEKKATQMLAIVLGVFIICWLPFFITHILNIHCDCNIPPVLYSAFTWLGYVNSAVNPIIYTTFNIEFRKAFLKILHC
#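 Tetracycline-induced Hek293 Trex D2 cells, force-coupled to calcium, loaded with no-wash calcium dye. Compound added with 180 s kinetic read for agonism, then EC20 dopamine and a further 180 s read for potentiation.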
# RXFP1 antagonist – RXFP1 (human) relaxin receptor antagonism. Q9HBX9. HEK293-RXFP1, relaxin-stimulated cAMP HTRF, 30 min; stronger effect = lower value. activity change, negative = inhibition, % at 57.5 µM. 350,000 tested, 0.59% active. AID 1259400;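 active means activity change of -60% or lower, but not beyond a set lower limit; inconclusive means change between -60% and -40%, or beyond the set limit; inactive means change above -40%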; further: on the % scale 0 is the no-effect control and ±100 the full control effect
# D1 ag – activates the human D1 dopamine receptor | HEK293 T-REx D1 cells, calcium flux, agonist mode | activation, % at 2 µM | 360,000 tested, 1% active | AID 504660 | P21728; in the data active means activation above about 30%; further: 0% is about no effect
#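 Agonism was scored from calcium flux recorded over 180 s (1 read/s) after pintool compound addition, following a 10-cycle baseline. Cells were inducible force-coupled HEK293 TREx D1, plated overnight at 30 C and loaded with no-wash calcium dye.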
# * = called active by the depositor; ? = inconclusive; . = not tested or not shown; & = joins results of further samples; [ ] = remark or other dose. Unless noted, the call rests on the fitted dose curve; in most records, active means well fitted curve in the direction sought with a large enough effect; inconclusive means small, poorly fitted or top-dose-only effect, or another doubt; inactive means no such curve, though single readings can be large; an effect the other way counts as inactive or inconclusive. Not all compounds are listed; the hit share may differ from the screen's.
SMILES,Vif-APOBEC3G blk,D1 antag,GRP78 ERSR act,Vif-APOBEC3F blk,D1 potentiator,RXFP1 ag,D2 potentiator,RXFP1 antagonist,D1 ag
Cc1ccc(CNC(=O)C2CCN(S(=O)(=O)c3ccc4nc5c(c(C(=O)O)c4c3)CC(C)CC5)CC2)cc1 (stereo not drawn),0%&-1%,11&-6,-3%&-3%,-4%&-6%,1&-3,-1.0%&2.9%,-4,4&-3,1&4
COc1ccc(NC2CCCN(C(=O)c3cccnc3SC)C2)cc1OC (stereo not drawn),0%,-6,-4%,-4%,9,-1.9%,2,23,4
Oc1ccccc1N=Cc1c(O)ccc2oc3c(c12)CCCC3,-20%,5,-5%,-14%,5,2.2%,4,-2,10
CN1CCC(=NNC(=O)CN(c2ccc([N+](=O)[O-])cc2)S(=O)(=O)c2ccccc2)CC1,0%,14,-4%,1%,-2,0.4%,.,-1,3
C[C@@H]1CN([C@H](C)CO)C(=O)CCCn2cc(nn2)CO[C@H]1CN(C)C(=O)C1CC1,-1%,.,-6%,-8%,.,.,.,-6,.
Cc1cccc(CSc2nnc3c(n2)[nH]c2ccccc23)c1,6%,-4,-1%,-6%,2,3.4%,-4,12,5
Cc1ccccc1CNC(=O)c1sc2ncnc(N(C)C3CCCCC3)c2c1C,-13%,1,-4%,-6%,-1,?,8,1,2
COc1cc(/C=C2\CC/C(=C\c3cc(OC)c(O)c(OC)c3)C2=O)cc(OC)c1O,-11%,0,-6%,-19%,1,2.6%,9,-7,4
C#CCOC(=O)Nc1cc(C)n(-c2ccccc2)n1,2%,-2,0%,7%,2,-0.1%,10,2,1
CCOC(=O)N1CCN(CC(O)c2ccc3cc[nH]c3c2)CC1 (stereo not drawn),0%,1,0%,-3%,0,-0.6%,-6,-9,2
Cc1cc2oc(=O)cc(CN3CCN(S(=O)(=O)c4cccs4)CC3)c2cc1C,-1%,-44*,-5%,1%,-6,0.6%,-14,-8,2
CC(C)C(C(=O)NCC1CCCO1)N(C(=O)CNS(=O)(=O)c1ccccc1)c1ccc(F)cc1 (stereo not drawn),4%,-12,-3%,-1%,.,0.6%,3,12,5
CCNC(=S)Nc1cccc(NC(=O)c2ccccc2O)c1,0%,-36*,-4%,-12%,-3,5.3%,-8,13,1
CCN(CC)CCNC(=O)C1CCCN(c2ncnc3onc(C)c23)C1 (stereo not drawn),-3%,8,-1%,3%,-3,6.9%,3,8,1
CCN1CCN(Cc2ccc(OCc3ccccc3)cc2)CC1,0%,-13,-5%,-20%,-6,-1.0%,32*,5,38*
CCc1nc2n[nH]c(N)c2c2c1CCCC2,-4%,-14,3%,-7%,-3,2.7%,13,2,2
CC1=C/C(=C(/c2cc(C)c(O)c(Br)c2)c2ccccc2S(=O)(=O)O)C=C(Br)C1=O,0%,-4,-7%,11%,-9,-37%[inhibitor],0,?,4
COc1cccc(-c2noc(-c3cccnc3)n2)c1,-1%,-3,-4%,6%,-4,-3.0%,3,-4,-1
CCSc1nnc(N2C(=O)C(O)=C(C(=O)c3ccco3)C2c2cccc(OC)c2)s1 (stereo not drawn),-14%,0,-2%,?,-5,?,14,-1,77*
CCc1cccc2c(C=C(C#N)C#N)cn(CC(=O)N3CCCCC3)c12,0%,.,-2%,-2%,.,0.5%,.,23,.
Cc1ccc(NC(=O)C(CC(C)C)NC(N)=O)cc1Cl (stereo not drawn),1%,4,-2%,2%,2,0.6%,-9,-7,1
O=C(c1cc2ncc(Br)cn2n1)N1CCCCC1,1%,-1,1%,0%,-2,3.2%,.,-18,1
Cc1cc(=O)[nH]c(SCC(=O)NCC2CCCCC2)c1C#N,-2%,4,-2%,-19%,-6,-0.4%,.,-14,1
O=C(O)c1ccc(/C=N/NC(=O)C2CC2(c2ccccc2)c2ccccc2)cc1 (stereo not drawn),.,14,.,.,-2,2.3%,-1,.,1
Cc1cc(C)n(C(N)=NC(=O)c2ccccc2)n1,-8%,.,7%,-2%,.,.,.,-1,.
O=C(c1ccccc1O)N1N=C(c2ccccc2)CC1(O)C(F)(F)F (stereo not drawn),-1%,-2,6%,0%,-2,-0.6%,5,-76*,1
CC(C)Cn1cc(NC(=O)N2CCN(c3cccc(Cl)c3)CC2)c2ccccc2c1=O,-6%,-12,-2%,-1%,1,1.2%,-2,.,-1
CCN(CC)C(=O)Nc1ccc2c(c1)N(Cc1ccccc1)C(=O)c1ccccc1S2,-22%,-4,-5%,-3%,-1,3.6%,-5,-15,11
CCN(CCNC(=O)C1CCCN(S(=O)(=O)CC)C1)c1ccccc1 (stereo not drawn),-2%,6,-5%,5%,-4,-7.1%,23,-16,8
Cc1ccc(NC(=O)C2CCN(S(=O)(=O)c3c(C)nn(C)c3C)CC2)c(Cl)c1,1%,-1,-1%,-1%,-1,0.9%,-6,4,1
CC(C)(C)C(=O)NC(=S)N1CCc2ccccc21,-1%,28,-1%,10%,-4,0.9%,-9,5,1
CC(C)=C(NC(=O)c1ccccc1)C(N)=O,-1%,7,1%,10%,0,-1.9%,-1,-4,1
CCOc1ccc(C2CC(c3ccc(F)cc3)n3ncnc3N2)cc1 (stereo not drawn),-1%,-13,-1%,0%,-3,3.2%,3,.,-1
COc1ccc(NC(=O)Cc2c[nH]c3ccccc23)cc1S(=O)(=O)N1CCCCC1,0%,-1,-2%,1%,-3,0.0%,-3,0,3
CCOc1cccc2sc(N(CCN(CC)CC)C(=O)c3cccc([N+](=O)[O-])c3)nc12,3%,0,-5%,-15%,2,5.2%,-21,-2,3
CC(CC(=O)NC1CCSC1=O)c1ccccc1 (stereo not drawn),-4%,7,-5%,-1%,0,0.2%,1,-16,1
Cc1cc(C)nc(N/N=C/c2cc3c(cc2[N+](=O)[O-])OCO3)n1,0%,-18,-2%,11%,0,1.2%,1,-9,4
COC1C(C)=C(C)C(=O)N1Cc1ccc(F)cc1 (stereo not drawn),4%,4,0%,2%,5,-0.8%,-5,-4,3
N#C/C(=C\c1ccncc1)C(N)=O,9%,-1,-3%,-14%,2,2.3%,4,-8,0
CN=c1scc(C)n1/N=C/c1ccc(O)c(O)c1O,-1%,-7,-6%,8%,-3,0.0%,-9,-11,2
Brc1cccc(/C=N/Nc2nn[nH]n2)c1,-4%,-5,-3%,1%,-1,5.0%,3,0,2
CCOC(=O)C1=NN(c2ccc(OC)cc2)C(c2ccccc2)CC1=O (stereo not drawn),-1%,-6,-4%,-2%,2,0.0%,-7,11,4
CCCc1cc(=O)n2[nH]c(Cc3ccccc3)nc2n1,-2%,1,-4%,4%,-3,-0.2%,11,3,1
Cc1ccc(NS(=O)(=O)c2ccc(NS(=O)(=O)c3cccs3)cc2)cc1,-3%,-5,-8%,1%,-1,-0.2%,-7,5,0
O=C(Cn1c(-c2cccs2)cc2cc(F)ccc21)N1CCN(c2ccccc2)CC1,0%,6,-5%,0%,-1,-0.9%,1,3,1
CC(=O)c1ccc(N2CCN(C(=O)C3CCN(S(=O)(=O)c4ccc(Br)s4)CC3)CC2)cc1,2%,-15,-3%,2%,-2,5.6%,-13,-11,16
O=C(CCCc1ccccc1)Nc1ccnn1C1CCN(Cc2ccccn2)CC1,-1%,19,-1%,6%,0,0.1%,0,-19,2
N#CCN1CCC/C1=C\[N+](=O)[O-],1%,-13,-5%,-2%,0,2.2%,15,7,1
O=P(C(=S)Nc1ccccc1Cl)(c1ccccc1)c1ccccc1,-2%,.,0%,1%,.,.,.,-2,.
Cc1cc(C)cc(NC(=O)COC(=O)CCn2c(C)csc2=O)c1,1%,16,4%,0%,1,-0.6%,3,-2,2
COc1ccc(/C=C2/SC(=O)N(CC(=O)NCCC(C)C)C2=O)cc1OC,-2%,0,-2%,11%,0,2.4%,-6,-5,3
Cc1ccccc1OCC(=O)Nc1nnc(S(=O)(=O)N(C)c2ccccc2)s1,-3%,-13,-3%,3%,-3,1.0%,4,-22,1
CCCCOc1ccc(-c2nnc(N)s2)cc1,2%,10,-3%,-27%,-3,2.1%,18,0,0
O=C(NCCN1CCOCC1)c1cc(-c2ccc(F)cc2)nc2ccccc12,-4%,-6,-2%,-4%,-12,2.0%,-12,-2,1
COc1ccccc1NC(=O)Cn1nnc(C(=O)NCc2ccc3c(c2)OCO3)c1N,-1%&2%,6&-5,-5%&-6%,2%&-3%,1&1,-0.1%&0.7%,1&2,-4,2&6
CC(=O)Nc1ccc(NC(=S)NC(=O)c2ccc(-c3ccccc3)cc2)cc1,-2%,.,-4%,0%,.,.,.,-3,.
COc1ccc(Br)cc1S(=O)(=O)Nc1cccc(C)n1,0%,2,-1%,-3%,4,3.4%,7,-6,0
COc1ccc(NC(C)C(=O)Nc2ccc(C#N)cc2)cc1Cl (stereo not drawn),-4%,-22,-7%,16%,-3,-0.3%,-6,-14,7
COc1ccccc1C(=O)C(O)c1ccccc1OC (stereo not drawn),-1%,0,10%,-3%,-1,0.2%,-7,4,1
COc1ccc(Cc2nnc(NC(=O)c3ccc(C)cc3)s2)cc1OC,1%,6,2%,-3%,1,5.1%,12,6,7
# Remaining list, next part:
SMILES,Vif-APOBEC3G blk,D1 antag,GRP78 ERSR act,Vif-APOBEC3F blk,D1 potentiator,RXFP1 ag,D2 potentiator,RXFP1 antagonist,D1 ag
COc1cccc(Oc2nc3c(c(=O)n(Cc4ccccc4F)c(=O)n3C)n2C)c1,1%,3,-1%,1%,-2,-0.1%,.,-8,0
Cc1ccc(/C=C/c2onc(C)c2S(=O)(=O)N2CCC(C(=O)Nc3cc(F)ccc3F)CC2)cc1,1%,-8,-2%,2%,-1,0.3%,0,.,3
O=C(O)C1C2C=CC(O2)C1C(=O)Nc1ccc2c(c1)OCCO2 (stereo not drawn),.,1,.,.,0,-1.0%,15,.,3
O=C(Nc1cccnc1)c1ccc(Br)s1,2%,32,-1%,-9%,1,2.3%,-8,14,-1

# Source: PubChem (National Center for Advancing Translational Sciences (NCATS))
